# KDM5B inh – KDM5B demethylase inhibition; KDM5B demethylase, FDH-coupled NADH fluorescence (FDH is formaldehyde dehydrogenase); Q9UGL1; Potency, µM (doses to about 57.7 µM), for the others: at the highest dose activity change, negative = inhibition, actives largely listed as inhibitors; 2.6% of 220,000 active; active = well fitted inhibition curve with a large enough effect; inconclusive = small, poorly fitted or top-dose-only effect; inactive = no such curve, though single readings can be large or run the other way; note: 0% is about no effect; nearly all actives have a fitted effect of over 70% in size
# Target sequence (Q9UGL1 whole entry, looked up): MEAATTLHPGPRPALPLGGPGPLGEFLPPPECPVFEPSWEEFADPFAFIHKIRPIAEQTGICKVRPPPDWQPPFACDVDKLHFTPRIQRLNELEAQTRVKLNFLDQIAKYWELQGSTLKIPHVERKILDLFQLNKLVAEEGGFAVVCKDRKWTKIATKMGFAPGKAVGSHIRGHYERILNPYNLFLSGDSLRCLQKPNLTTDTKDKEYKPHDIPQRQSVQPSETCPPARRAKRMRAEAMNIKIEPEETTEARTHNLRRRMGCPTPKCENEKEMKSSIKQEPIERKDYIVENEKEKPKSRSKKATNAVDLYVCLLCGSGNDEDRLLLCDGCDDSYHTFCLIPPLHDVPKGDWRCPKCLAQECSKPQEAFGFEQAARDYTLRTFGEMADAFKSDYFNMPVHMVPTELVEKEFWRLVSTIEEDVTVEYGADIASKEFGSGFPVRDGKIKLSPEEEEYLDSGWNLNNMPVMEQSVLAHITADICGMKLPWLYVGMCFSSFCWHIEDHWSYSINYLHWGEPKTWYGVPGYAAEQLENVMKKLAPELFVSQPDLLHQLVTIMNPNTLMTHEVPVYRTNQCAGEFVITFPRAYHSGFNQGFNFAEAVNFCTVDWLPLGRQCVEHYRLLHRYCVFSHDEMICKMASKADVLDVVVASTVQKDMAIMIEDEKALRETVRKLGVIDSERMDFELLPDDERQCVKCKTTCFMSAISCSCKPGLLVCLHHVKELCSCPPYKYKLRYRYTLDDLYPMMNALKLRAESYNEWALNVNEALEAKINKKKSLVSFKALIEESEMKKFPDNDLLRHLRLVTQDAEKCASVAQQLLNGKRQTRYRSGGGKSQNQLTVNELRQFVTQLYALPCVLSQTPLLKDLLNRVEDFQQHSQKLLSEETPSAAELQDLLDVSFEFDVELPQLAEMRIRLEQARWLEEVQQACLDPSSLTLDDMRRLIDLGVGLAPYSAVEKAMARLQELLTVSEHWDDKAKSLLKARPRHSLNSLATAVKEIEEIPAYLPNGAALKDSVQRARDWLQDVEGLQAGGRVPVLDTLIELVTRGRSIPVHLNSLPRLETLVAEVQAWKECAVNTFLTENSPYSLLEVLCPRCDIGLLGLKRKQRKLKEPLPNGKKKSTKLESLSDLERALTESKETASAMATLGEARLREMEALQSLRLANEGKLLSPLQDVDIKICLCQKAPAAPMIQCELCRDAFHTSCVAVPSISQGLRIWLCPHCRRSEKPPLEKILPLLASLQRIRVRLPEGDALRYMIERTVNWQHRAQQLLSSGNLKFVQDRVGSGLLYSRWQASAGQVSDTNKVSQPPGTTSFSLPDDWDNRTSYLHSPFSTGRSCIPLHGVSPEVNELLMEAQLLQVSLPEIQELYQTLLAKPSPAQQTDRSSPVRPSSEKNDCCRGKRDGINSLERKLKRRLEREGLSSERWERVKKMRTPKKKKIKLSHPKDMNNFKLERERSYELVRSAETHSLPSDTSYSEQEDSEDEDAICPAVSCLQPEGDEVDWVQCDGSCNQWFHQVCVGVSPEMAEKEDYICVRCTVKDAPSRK
#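 Measured: NADH fluorescence change, 30 min, RT. System: KDM5BΔAP 200 nM final, H3K4me3 peptide, α-KG, Fe(II), ascorbate, NAD⁺ plus FDH, pH 7.5 HEPES. Compounds: titrated, 10 min pre-incubation with enzyme.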
# An asterisk follows results filed as active; i = inactive; ? = inconclusive; [ ] = remark or other dose. Potency is the fitted concentration of half-maximal effect.
SMILES,KDM5B inh
Cc1cc2c(c(=O)n1Cc1cccnc1)C(c1ccc(F)cc1)C(C#N)=C(N)O2 (stereo not given),8%
COC[C@@H]1CN(C(=O)c2c(F)cccc2Cl)C[C@H]1C(N)=O,19%
COc1ccc(S(=O)(=O)N(C)C)cc1NCC(=O)Nc1cccc2ccccc12,-12%
CNC(=O)[C@@H]1CN(Cc2ccc(C#N)cc2)C[C@H]1COC,5%
Cc1ccc(-c2cc(C(=O)O)c3ccccc3n2)c(C)c1,-12%
COc1ccc(C(=O)N2CCN(C(=O)c3cn(C)c4ccccc34)CC2)cc1OC,-4%
CCOc1ccccc1C1C(C(=O)Nc2ccccc2)=C(C)Nc2c(C(=O)Nc3ccc(F)cc3)cnn21 (stereo not given),?
O=C1C=C(Nc2ccc(O)cc2)C(=O)c2ccccc21,-4%
Cc1ccccc1-c1[nH]nc2ncc(-c3cn[nH]c3)nc12,?
CCN(CC1CCCO1)C(=O)C1CCN(c2nc(-c3ccccc3)nc3c2CCC3)CC1 (stereo not given),2%
CCOC(=O)c1oc2cc(OCc3ccc(OC)cc3)ccc2c(=O)c1-c1ccc(OC)c(OC)c1,-6%
COc1ccc(CN2C(=O)C(NC(=O)c3ccccc3OC)(C(F)(F)F)N=C2c2ccccc2)cc1 (stereo not given),-16%
O/N=C/c1c(F)cccc1Cl,-2%
Cc1nc(CCNC(=O)C2CNCCO2)nc2c1CCCC2 (stereo not given),-9%
CC(O)c1ccc2c(c1)OCCOCCOCCOCCO2 (stereo not given),20%
COc1ccc(CN2CCOC(c3cccnc3)C2)cc1Cn1cccn1 (stereo not given),1%
COc1cccc(NC(=O)c2oc3ccccc3c2NC(=O)c2ccc(C(F)(F)F)cc2)c1,4%
Cc1ccc(C)c(C(=O)COC(=O)COc2ccc(C3SCCCS3)cc2)c1,-11%
CCNC(=O)C1CCCN(c2ncnc3onc(C)c23)C1 (stereo not given),-1%
COCCOC1CCN(Cc2cn(Cc3ccccc3)nc2-c2cc3ccccc3o2)CC1,-11%
CC1(C)[C@H](Cc2cc(CN3CCOCC3)on2)C[C@@H]1N,-22%[115 µM]
C=CCNc1oc(COc2ccccc2C)nc1C#N,11%
CCOCCNc1cc(Cl)nc2ccnn12,-12%[86.2 µM]
O=C(NC1CCN(c2ccccc2)C1=O)c1cccc(Br)c1 (stereo not given),-12%
Cc1nc(-c2ccc(OC(=O)c3ccc4c(c3)NC(=O)CS4)cc2)no1,24%
S=C(Nc1ccc(Br)cc1Cl)N1CCCC1,22%
CCOC(=O)c1ccc(N2C(=O)c3[nH]nc(-c4ccc(C)cc4)c3C2c2ccc(O)cc2)cc1 (stereo not given),-26%
CNC(=O)[C@@H]1C[C@@H](NC(=O)c2ccc3n[nH]nc3c2)CN1C(=O)CSC,-20%
COc1ccc(CN2CCN(Cc3cccnc3)CC2)cc1OCc1ccccc1,?
CCn1nc(CNC(=O)C2CC3(CCNCC3)CN2)c2ccccc21 (stereo not given),1%
Cc1oc(-c2cccc(Br)c2)nc1CSc1nc2ncccc2[nH]1,-9%
Cn1cc(-c2ccccc2)cc1C(=O)O,4%
COc1ccc(Cl)cc1C(=O)N1C[C@@H](CO)[C@H](c2ccccn2)C1,10%
CN(Cc1ncc[nH]1)c1ccc(-c2nc(CCCc3ccccc3)no2)cn1,?
CC(=O)N[C@@H]1CNC[C@H]1CO,-1%
COc1cccc(Nc2ncnc3c2cnn3-c2ccccc2)c1,?
O=C(c1c[nH]c2ccccc12)C(NCc1ccccc1)c1ccccc1 (stereo not given),-23%
CN(Cc1ccc(-c2ccccc2)cc1)C(=O)Cc1ccccn1,4%[86.2 µM]
COc1ccc(CCCNc2cc(C3CC(O)C3)ncn2)cc1 (stereo not given),47%[activator]
COc1ccccc1NC(=O)c1c(-c2ccc(C)cc2)nnc2ccccc12,-19%
CN(Cc1cccn1C)C(=O)C1CC1,8%[115 µM]
Cc1ccc(CN(Cc2ccco2)C(=O)c2ccccc2Br)o1,?
COCCC1(NC(=O)C2CCOCC2)CCN(C(=O)C2CCCCC2)CC1,-10%
COc1ccc(-c2noc(CSc3nnc(C)n3-c3ccc(C)c(C)c3)n2)c(OC)c1,-18%
CCOC1CCN(C(=O)c2cc(-c3ccncc3)nc3ccccc23)CC1,-25%
COc1ccc(C(=O)Nc2nc3c(s2)CCc2cc(OC)ccc2-3)cc1,?
Oc1ccccc1CNC1(Cc2cc(-c3ccc(F)cc3)on2)COC1,-20%[86.2 µM]
COc1ccc(NS(=O)(=O)c2ccc(C)c(C(=O)Nc3ccc4oc(C)nc4c3)c2)cc1,14%
CCc1ccc(NC(=O)Cc2c(C)nc3nc(-c4cccs4)nn3c2C)cc1,-24%
COc1cccc(CSc2nc3ccncc3n2CC(=O)Nc2ccc(OC)c(OC)c2OC)c1,-23%
Cc1ccccc1N(C)C1CN(Cc2cccs2)C1,-8%[86.2 µM]
O=C(c1nc(-c2ccccc2)c2ccccn12)N1CCN(c2ncccn2)CC1,i
CCOc1ccc(-n2ccnc2SCC(=O)Nc2cc(C)ccc2C)cc1,-27%
CS(=O)(=O)N1CCCN(C(=O)c2cnn(Cc3ccccc3Cl)c2)CC1,-5%
COc1cc(-c2nc(-c3cccc(Br)c3)no2)cc(OC)c1OC,18%
N#Cc1ccccc1-c1ccc(C(=O)O)o1,i
COc1ccc(C(=O)N[C@@H]2CN(S(C)(=O)=O)C[C@H]2CN(C)C)c(C)c1,-14%
COc1cc(CN2C[C@@H]3C(=O)N(Cc4ccc5c(c4)OCO5)C(=O)[C@@H]3C2)cc(OC)c1,23%
COC1CCN(C(=O)Cc2c[nH]c3ncc(-c4cccnc4)cc23)CC1,-17%[86.2 µM]
CC(C)n1cnnc1CC1CCCN(S(=O)(=O)c2ccc3c(c2)C(C)(C)C(=O)N3)C1 (stereo not given),13%

# Part of the list above, with tabs.
canonical_smiles	KDM5B inh
CC(=O)N[C@@H]1CNC[C@H]1CO	-1%
COc1cccc(Nc2ncnc3c2cnn3-c2ccccc2)c1	?

# (continued)
SMILES,KDM5B inh
O=C1N[C@@H]2CCN(C(=O)c3cccs3)[C@@H]2C(=O)N1c1ccc(Oc2ccccc2)cc1,-15%[86.2 µM]
O=C(Cn1cnc2c(nc3n2CCCCC3)c1=O)Nc1cccc(C(F)(F)F)c1,-12%
COCC(=O)Nc1ccc(-c2noc([C@@H]3CCCN3C(C)C)n2)cn1,2%[86.2 µM]
O=C(c1ccc(Br)cc1)N1CCN(c2cc(-c3ccc(Cl)cc3)[nH]n2)CC1,1%
CC1=NOC2(CCN(C(=O)c3ccc(C)cc3)C2)C1 (stereo not given),-17%[86.2 µM]
Cc1ncc2c(c1CNC(=O)c1cccc(-c3ncc[nH]3)c1)CCNC2,?
Fc1ccc(-c2csc(-c3cccnc3)n2)cc1,12%
CCc1nc(-c2c3n(c(=O)n(CC(=O)Nc4cccc(OC)c4)c2=O)CCCCC3)no1,33%
COc1ccc(-n2cc(C(=O)N(CCN(C)C)Cc3ccccc3)c3ccccc3c2=O)cc1,-24%
O=C(NCc1cccc(F)c1)C1CCc2sc(C(=O)N3CCCCC3)cc2C1 (stereo not given),5%
CCOC(=O)COc1ccc2c(=O)c(Oc3ccccc3OCC)c(C)oc2c1,16%
CC(CNC(=O)c1ccc2nccnc2c1)c1ccccc1 (stereo not given),6%

# Compounds shown so far containing a CF3 group:
SMILES,KDM5B inh
COc1ccc(CN2C(=O)C(NC(=O)c3ccccc3OC)(C(F)(F)F)N=C2c2ccccc2)cc1 (stereo not given),-16%
COc1cccc(NC(=O)c2oc3ccccc3c2NC(=O)c2ccc(C(F)(F)F)cc2)c1,4%
O=C(Cn1cnc2c(nc3n2CCCCC3)c1=O)Nc1cccc(C(F)(F)F)c1,-12%

# Going on with the list:
SMILES,KDM5B inh
COc1ccc(CN(C)C2CCCN(CCc3ccccc3)C2)c(OC)c1OC (stereo not given),-2%
Cc1ccc(NC(=O)C(=O)NCC(c2cccnc2)N2CCOCC2)cc1 (stereo not given),6%
Cc1ccc(C)c(COC(=O)c2cc(S(=O)(=O)N3CCCCC3)ccc2N2CCOCC2)c1,16%
COc1cc(-c2cc3n(C)c(C)c(CCC(=O)O)c(=O)n3n2)cc(OC)c1OC,?
O=C1CC(c2ccc(F)cc2F)c2cc3c(cc2N1)OCO3 (stereo not given),-36%
O=C(NCc1ccccc1Cl)c1cc(-c2ccccc2)n[nH]1,9%
CC#CCn1cc2c3c(cccc31)[C@H](CC(C)C)N[C@H](C(=O)N1CCN(C(C)=O)CC1)C2,?
Cn1cnc(S(=O)(=O)N2CCCCC2c2nc(C3CC3)n[nH]2)c1 (stereo not given),15%
c1cc(-c2cc3c(ccn3Cc3ccncc3)c(N3CCOCC3)n2)cc(N2CCOCC2)c1,20µM*
O=C(NCCc1ccc(Cl)cc1)C1(c2ccccc2)CC1,23%
O=C(NC1CCCN(Cc2ccccc2F)C1)c1cccc(N2CCCC2=O)c1 (stereo not given),26%
COc1cc(CNC(=O)c2ccc(Br)o2)ccn1,20%
COc1cc(NC(=O)c2cc(=O)c3ccccc3o2)cc(OC)c1OC,-17%
CC(C)Oc1ccc(C2CC(=O)NC3=C2C(=O)CC(C)(C)C3)cc1 (stereo not given),27%
Cc1ccc(-c2nc(C)c(C(=O)Nc3ccc4c(c3)C(=O)N3CCC[C@H]3C(=O)N4)s2)cc1,?
N#Cc1c(N)nc(CCc2ccccc2)c(C#N)c1N,?
N#Cc1cccc(NC(=O)CCc2cccs2)c1,15%
CCN1CCC2(Cc3ccccc3CN(C(=O)Cc3ccc(O)cc3)C2)C1 (stereo not given),-5%[115 µM]
CC1(COc2cccnc2)COc2ccc(C(=O)N3CC[S+](=O)([O-])CC3)cc2N1 (stereo not given),?
CN(Cc1cccnc1)C(=O)CC(c1ccccc1)c1ccc(Cl)cc1 (stereo not given),17%
COCCn1c(=O)c2c(nc(-n3nc(C)cc3C)n2Cc2ccccc2F)n(C)c1=O,-3%
Cc1noc([C@@H]2CN(C(=O)Cc3cccc4ccccc34)C[C@H]2CO)n1,29%
COC(=O)c1ccc(NC(=O)CSc2ccc(-c3sc(-c4ccccc4)nc3C)nn2)cc1,?
CN1C(=O)C(CC(=O)N2CCCCC2)=C2CCCCC21 (stereo not given),-6%

# Next section, starting with the last 2 of the part before.
SMILES,KDM5B inh
COC(=O)c1ccc(NC(=O)CSc2ccc(-c3sc(-c4ccccc4)nc3C)nn2)cc1,?
CN1C(=O)C(CC(=O)N2CCCCC2)=C2CCCCC21 (stereo not given),-6%
CC(=O)N1CCC(C2CCN(S(=O)(=O)c3ccccc3Cl)C2)CC1 (stereo not given),-24%
Cc1ncnc(N2CCC(N3CCCC(C(=O)NCc4ccccn4)C3)CC2)c1C (stereo not given),13%
COc1ccc(C2/C(=C(\O)c3ccc(C)cc3)C(=O)C(=O)N2CCCO)cc1 (stereo not given),8%
CCC(C(=O)NCc1nnc2c(-c3nc(C(C)C)no3)cccn12)c1ccccc1 (stereo not given),13µM*
O=C1Cc2c(-c3cccc4ccccc34)n[nH]c2CN1CCc1ccncc1,-29%[86.2 µM]
CCCN1C(SCC(=O)N2CCC(C)CC2)=NS(=O)(=O)c2ccccc21,-15%
COC(=O)C1=C(C)N=C2SC=C(CC(=O)NC3CCCCC3)N2C1c1cccc(OC)c1 (stereo not given),?
CC(=O)N1CCC(N(Cc2ccco2)C(=O)Nc2cccc(C)c2)CC1,-7%
COc1ccc(C(=O)NCC2Cn3cccc3C(=O)N2C)cc1 (stereo not given),15%
CCn1c(=O)c2c(cc(C)n2C)n(CC(=O)Nc2c(C)cccc2C)c1=O,11%
O=[S+]([O-])(c1cccc(C(F)(F)F)c1)N1CCC2(CC(c3cccc(C(F)(F)F)c3)=NO2)C1 (stereo not given),-17%[115 µM]
O=C(CSC1=NS(=O)(=O)c2ccccc2N1Cc1ccccc1)Nc1ccc(F)cc1F,15%

# Quoted at random: 5 compounds from above.
SMILES,KDM5B inh
O=[S+]([O-])(c1cccc(C(F)(F)F)c1)N1CCC2(CC(c3cccc(C(F)(F)F)c3)=NO2)C1 (stereo not given),-17%[115 µM]
CC(=O)N1CCC(C2CCN(S(=O)(=O)c3ccccc3Cl)C2)CC1 (stereo not given),-24%
COc1ccc(C2/C(=C(\O)c3ccc(C)cc3)C(=O)C(=O)N2CCCO)cc1 (stereo not given),8%
CCn1c(=O)c2c(cc(C)n2C)n(CC(=O)Nc2c(C)cccc2C)c1=O,11%
Cc1ncnc(N2CCC(N3CCCC(C(=O)NCc4ccccn4)C3)CC2)c1C (stereo not given),13%

# Continued:
SMILES,KDM5B inh
O=C(COC(=O)c1cc(Cl)ccc1O)Nc1ccccc1C(=O)NC1CC1,?
CC1CCc2onc(C(=O)Nc3cccc(Cl)c3)c2C1 (stereo not given),-2%
N#Cc1cccc(CNCc2ccc(CN3CCCC3)cc2)c1,-18%
CN(CCc1ccccn1)[C@H]1[C@@H]2OC[C@@H](O2)[C@@H](NC(=O)Nc2cccc(C(F)(F)F)c2)[C@@H]1O,?
O=C(O)[C@H](Cn1ccc(=O)[nH]c1=O)NCc1ncc[nH]1,?
O[C@@H]1CC(CNC2CCC2)(COc2ccc(C(F)(F)F)cn2)C[C@@H]1O (stereo not given in full),-32%[86.2 µM]
Cc1nc(CC(=O)N2CC[C@@H](NC(=O)c3cnccn3)[C@H](O)C2)cs1,17%
COc1cc(-c2[nH]ncc2CN(CCO)Cc2cccs2)cc(OC)c1OC,-22%
O=C(COC(=O)c1cccc(NS(=O)(=O)c2ccccc2)c1)NCc1cccs1,-12%
CSCC(=O)NCc1ccco1,17%

# These rows are one share of the data, so the mix of outcomes need not match the whole.
